# Assay outcomes deposited in PubChem by several laboratories.
# NCOA1 inh = inhibits human SRC1 coactivator; Q15788; HEK293 GAL4-SRC1 luciferase reporter, luminescence; inhibition, % at 3.6 µM; 360,000 tested, 0.12% active; AID 588354;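 active = inhibition above the campaign mean plus 3 SD, with each screening campaign given its own cutoff, cut at about 60% in these data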;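 also: 0% = DMSO treated cells and 100% = gossypol at 36 µM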
# SRC2 inh = inhibits human steroid receptor coactivator 2; Q15596; HEK293 GAL4-SRC2 luciferase reporter, luminescence; inhibition, % at 9 µM; 370,000 tested, 0.17% active; AID 651957;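 active = inhibition above the mean inhibition of all tested compounds plus 3 SD, set per campaign, cut at about 52% in these data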;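 also: 0% = DMSO treated cells and 100% = cells given Gossypol at 36 µM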
# TROY NFkB inh = inhibitors of TROY-dependent NF-kB signaling; Q293 LMP1-TROYcd NF-kB luciferase reporter, 4 h; inhibition, % at 10 µM; 360,000 tested, 0.98% active;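 active = compounds whose plate-normalised and pattern-corrected inhibition of the luciferase reporter signal at the single screening dose is 50% or more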
# TWEAK-Fn14 inh = blocks TWEAK-Fn14 interaction in a reporter cell assay. AID 1159606. 360,000 tested, 2% active. TWEAK-stimulated Fn14 reporter cells, luciferase luminescence, 8 h. inhibition, % at 10 µM; in the data active = inhibition above about 50%
# LMP1 NFkB inh = Epstein-Barr LMP1 NF-kappaB reporter inhibition. 350,000 tested, 0.69% active. AID 504558. inhibition, % at 12.5 µM. LMP1-induced NF-kappaB luciferase reporter cells, luminescence; in the data active = inhibition above about 41%;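 also: 0% = neutral control wells and 100% = reference inhibitor control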
# SRC3 inh = inhibitors of human steroid receptor coactivator 3 (SRC3); Q9Y6Q9; HEK293 GAL4-SRC3 luciferase reporter, luminescence; inhibition, % at 3.6 µM; 360,000 tested, 0.17% active; AID 588352;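 active = inhibition above a per-campaign cutoff, the mean of all compounds plus 3 SD, cut at about 60% in these data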;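 also: 0% = DMSO-treated cells and 100% = gossypol-treated cells at 36 µM; higher means less SRC3-driven luciferase light from the GAL4 reporter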
# C8 TRAIL sens = caspase-8 TRAIL sensitization; 360,000 tested, 1% active; inhibition (viability loss, TRAIL sensitization), % at 10 µM; AID 624354; NB7+C8 cells + TRAIL, ATPlite viability luminescence;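 active = compounds causing at least 50% loss of cell viability in the single-dose screen, relative to plate controls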
# NR2F2 inh = blocks human COUP-TFII nuclear receptor. P24468. HEK293T NGFI-A luciferase reporter, luminescence. inhibition, % at 8.6 µM. 370,000 tested, 0.7% active;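 active = inhibition above a per-plate cutoff, mean inhibition of test wells between control levels plus 3 SD, cut at about 38% in these data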;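 also: cells cotransfected with COUP-TFII expression vector driving the NGFI-A reporter; 0% = median of COUP-TF2 test wells and 100% = reporter-only cells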
# TLR9-MyD88 block = TLR9-MyD88 interaction inhibition | Q9NR96+Q99836 | CHO BLA complementation TLR9-MyD88, CCF4 FRET ratio | inhibition, % at 4.98 µM | 340,000 tested, 0.21% active | AID 504734;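 active = inhibition above the mean over all tested compounds plus 3 SD, cut at about 21% in these data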;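 also: 0% = DMSO only wells and 100% = clavulanate BLA inhibitor control wells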
# NOD2-RIPK2 inh = inhibitors of human NOD2-RIPK2 interaction | inhibition, % at 4.98 µM | AID 624267 | 360,000 tested, 0.38% active | CHO BLA complementation NOD2-RIPK2, CCF4 ratio | O43353; in the data active = inhibition above about 21%;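 also: 0% = vehicle only and 100% = reference blocker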
# NR5A2 inv ag = inverse agonists of human LRH-1 (NR5A2); HEK293T StAR-luciferase reporter, LRH-1 transfected, 24 h; inhibition, % at 3.6 µM; O00482; 360,000 tested, 0.13% active;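 active = inhibition above the mean inhibition of all tested compounds plus 3 SD, cut at about 73% in these data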;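 also: 0% = DMSO wells and 100% = reporter-only cells lacking LRH-1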
# * = called active by the depositor; / = not tested or not shown.
SMILES,NCOA1 inh,SRC2 inh,TROY NFkB inh,TWEAK-Fn14 inh,LMP1 NFkB inh,SRC3 inh,C8 TRAIL sens,NR2F2 inh,TLR9-MyD88 block,NOD2-RIPK2 inh,NR5A2 inv ag
COc1ccc(CSc2nnc(Cc3sc(-c4ccccc4)nc3-c3ccccc3)o2)cc1,-21,9,-1,16,-1,-38,7,-12,-3,2,0
O=C(N/N=C/c1ccccc1OC(=O)N1CCOCC1)c1cccs1,-51,-66,-39,-6,-10,-37,0,12,2,9,-65
COc1ccc(CN(C)C(=O)c2ccc(NS(=O)(=O)c3ccc4[nH]c(=O)[nH]c4c3)cc2)c(OC)c1,-24,-5,22,-5,-10,-1,-19,5,0,-6,-6
COc1cc(C(=O)COC(=O)c2ccncc2)cc(OC)c1OC,3,2,-12,-14,-2,0,-8,20,-20,-9,12
COc1ccc(C(CNC(=O)CSc2ccccc2C)N(C)C)cc1 (stereo not drawn),-8,-1,-22,46,-9,5,1,-4,-4,-3,11
COc1ccc(NC(=O)CSc2nnc(C3CCCCC3)n2-c2ccccc2)cc1,10,0,-11,6,2,21,-4,12,0,-4,10
O=C(Oc1cccc(Nc2ncnc3ccccc23)c1)c1cccnc1,-18,-13,15,9,4,13,6,5,-2,0,-21
CCOC(=O)N1CCN(Cc2nc(N)nc(Nc3ccc(C)cc3C)n2)CC1,1,-5,-10,20,2,10,1,6,-3,-3,-1
CC1=C(C(=O)OCC2CCCCC2)C(c2cccc(O)c2)NC(=O)N1 (stereo not drawn),-15,/,-16,9,0,0,20,/,-5,1,14
Cn1c(Cc2ccccc2)nc(=O)c2ccccc21,-4,-16,-6,11,/,-7,-6,6,/,-8,2
COc1ccc(S(=O)(=O)N(C)C)cc1NC(=O)COC(=O)c1n[nH]c2ccccc12,-5,-3,15,17,5,7,11,1,0,-4,14
N#Cc1c(-c2ccc(Cl)cc2)cc(-c2cccs2)nc1SCC(=O)O,-9,5,20,10,6,4,-1,10,-2,-3,3
COc1ccccc1CCC(=O)NNC(=O)Cn1nc(C)cc1C,8,-10,7,10,-2,-10,-1,-8,-7,-24,7
C=CCOc1ccc2ccccc2c1CNCCCN1CCOCC1,13,14,1,-14,5,-2,1,10,7,0,16
Cc1occc1-c1nnc(SCC(=O)NC(C)(C)C)n1C(C)c1ccccc1 (stereo not drawn),-1,-6,-8,-3,1,12,-18,13,-5,-7,6
COc1ccc(NC(=O)CSc2nccn2C)c([N+](=O)[O-])c1,-17,-11,-6,1,-12,-9,8,-27,-5,2,-17
CCOC(=O)N1CCN(c2c(NCc3ccc(F)cc3)c(=O)c2=O)CC1,3,11,3,-4,5,30,25,-13,7,-9,12
Cc1ccc(C(=O)NC(C)c2ccc(F)cc2)cc1 (stereo not drawn),18,0,9,12,15,15,-7,-3,-7,-3,9
O=C(Cn1c(Cc2ccccc2)nc2ccccc21)NCc1ccc2c(c1)OCO2,1,12,-9,-4,3,5,-5,4,-2,1,8
COc1ccc(OC)c(NC(=O)C2(C)CCN2Cc2cccc(OC)c2OC)c1 (stereo not drawn),-10,0,8,17,/,0,-1,11,/,0,4
O=c1c2cnn(-c3ccccc3)c2ncn1Cc1cccc(Cl)c1,-9,-2,10,-1,4,-15,2,-19,4,-15,-31
COc1ccc(COC(=O)c2ccc(S(=O)(=O)N3CCC(C)CC3)cc2)cc1,-22,-6,15,6,5,20,-3,-5,-1,-6,17
O=C(O)c1cccc(Cn2c(Cl)c(/C=N/NC(=O)c3ccccc3Cl)sc2=O)c1,0,5,-15,-5,-5,6,3,8,0,-2,4
CC(=O)c1sc(NC(=O)CS(=O)(=O)c2ccccc2)nc1-c1ccccc1,-24,-11,-54,-2,-13,-1,-4,14,-13,-17,-10
O=C(c1c(F)cccc1F)N1CCCc2ccccc21,19,-7,-7,0,-6,11,1,4,-3,12,0
CCOc1ccccc1NC(=O)C1C2CCC3C(CCC21)C3(Cl)Cl (stereo not drawn),8,0,2,-6,6,11,0,-7,5,-1,8
N#Cc1ccccc1OCCOCCNC1CCCC1,8,-11,3,-8,-1,-6,9,0,1,-2,9
Clc1ccc(Cl)c(-c2nn3c(Cn4cnc5ccccc54)nnc3s2)c1,1,-16,1,-10,-19,0,1,1,-8,-3,-4
Cc1cc(C)nc(NC(=O)c2cccc([N+](=O)[O-])c2C)n1,-8,-18,0,6,1,5,-11,-10,7,3,-1
CCOc1ccccc1NC(=O)NCc1ccccc1,-12,-7,-16,-18,1,-4,6,-2,-6,-5,-11
CC1CN(c2ccc(S(=O)(=O)N3CCOCC3)cn2)CC(C)O1 (stereo not drawn),-14,-6,2,5,1,-13,-3,-2,-19,2,-20
Cc1cccc(NC(=O)C2CCN(c3nc(C)cc(C)n3)CC2)c1,-9,3,2,0,6,-7,-2,19,-4,-1,-6
COc1cccc(C(=O)NNC2=CC(=O)CC(C)(C)C2)c1,13,-14,2,-2,-1,-17,-12,-24,3,0,10
COC(=O)[C@]1(Cc2ccccc2)N[C@H](CN(C)C(=O)C2CCCCC2)[C@@H]2C(=O)N(Cc3ccccc3)C(=O)[C@@H]21,-8,11,7,8,-11,-1,-5,-4,8,10,-6
O=C(CCSc1nnc(-c2ccccc2)o1)N1CCOCC1,3,4,-38,22,4,0,5,-21,-2,-4,-2
CCOc1ccc(NC(=O)N2CCC(n3nnc4cc(C)ccc43)CC2)cc1,0,6,6,-11,-2,5,-11,0,1,-4,-8
COc1ccccc1NC(=O)CN1C(=O)C2(OCCCO2)c2ccccc21,4,/,-3,7,9,8,7,/,3,-6,1
COc1cccc(C(=O)NC2CC3CCCC(C2)N3CC(=O)Nc2ccccc2C(F)(F)F)c1 (stereo not drawn),-2,11,29,10,1,17,7,21,-13,-1,23
CCOC(=O)N1CCN(C(=O)C2CCCN(S(C)(=O)=O)C2)CC1 (stereo not drawn),-5,18,-20,-1,-5,-15,2,-6,7,1,4
Cc1cc(NC(=O)CS(=O)(=O)c2ccc(F)cc2)no1,-19,15,7,13,1,-8,-4,-3,-5,-3,-3

# Four entries from above, ordered by the value under LMP1 NFkB inh, low to high.
SMILES | NCOA1 inh | SRC2 inh | TWEAK-Fn14 inh | LMP1 NFkB inh | SRC3 inh | NR2F2 inh | TLR9-MyD88 block | NOD2-RIPK2 inh | NR5A2 inv ag
Clc1ccc(Cl)c(-c2nn3c(Cn4cnc5ccccc54)nnc3s2)c1 | 1 | -16 | -10 | -19 | 0 | 1 | -8 | -3 | -4
O=C(N/N=C/c1ccccc1OC(=O)N1CCOCC1)c1cccs1 | -51 | -66 | -6 | -10 | -37 | 12 | 2 | 9 | -65
CCOC(=O)N1CCN(Cc2nc(N)nc(Nc3ccc(C)cc3C)n2)CC1 | 1 | -5 | 20 | 2 | 10 | 6 | -3 | -3 | -1
Cc1ccc(C(=O)NC(C)c2ccc(F)cc2)cc1 (stereo not drawn) | 18 | 0 | 12 | 15 | 15 | -3 | -7 | -3 | 9

# (list continues)
SMILES,NCOA1 inh,SRC2 inh,TROY NFkB inh,TWEAK-Fn14 inh,LMP1 NFkB inh,SRC3 inh,C8 TRAIL sens,NR2F2 inh,TLR9-MyD88 block,NOD2-RIPK2 inh,NR5A2 inv ag
C[C@H](CO)N1C[C@H](C)[C@@H](CN(C)Cc2ccncc2)Oc2c(cccc2N(C)C)C1=O,-30,6,-3,-4,-1,2,-9,-2,3,-11,0
COc1ccc2nc(SCC(=O)Nc3c(C)cc(C)cc3C)[nH]c2c1,-7,7,1,4,-28,-3,4,16,-4,-9,8
CC(=O)Nc1sc(C)c(C)c1C(=O)OCC(=O)N(Cc1ccccc1)C(C)C,-6,7,2,-23,10,9,9,-9,-5,-3,-14
O=C(NNC(=S)NCc1ccco1)C(c1ccccc1)c1ccccc1,1,-24,2,3,3,5,-12,5,2,7,-3
COc1cccc(S(=O)(=O)Nc2ccc(C(=O)N3CCOCC3)cc2)c1,-33,-1,5,-1,-15,9,-1,6,0,-7,20
O=C(N/N=C/c1cccc(OCc2ccccc2)c1)c1ccc(Br)cc1,-7,-18,-39,1,-12,6,7,-22,1,3,5
CC(=O)Nc1cccc(NC(=O)c2ccccc2OCc2ccccc2)c1,8,6,20,6,-1,9,25,26,8,-1,21
Cc1onc(-c2c(Cl)cccc2Cl)c1C(=O)N/N=C(\N)COc1ccc(Cl)cc1,8,11,21,-53,1,12,7,24,5,10,1
COc1cc(NC(=O)[C@@H]2CCCN(S(=O)(=O)c3cccc4cccnc34)C2)cc(OC)c1OC,-5,-4,8,9,2,8,1,3,-5,-7,-44
CCCCCCn1c(C)nc2c(c1=O)c1nc3ccccc3nc1n2/N=C/c1ccco1,-8,7,-18,27,13,2,7,5,7,1,-25
CC1CCN(C(=O)COc2cccc3c2CCN(C)C3=O)CC1,-6,5,-5,-2,1,7,-10,-19,0,3,2
CNC(=O)NC(=O)CSc1nc2sccc2c(=O)n1-c1ccccc1,7,-14,-13,-3,2,-31,0,-19,-6,-17,25
O=C(Nc1nc2ccsc2c(=O)s1)c1ccc(Cl)cc1,-208,-52,-5,24,-8,-56,11,-54,-8,-1,-107
Cc1cc(C)c(C#N)c(SCC(=O)Nc2ccccc2C(N)=O)n1,-52,-24,60*,10,1,-53,50,-23,-4,4,-80
CC(C)=CC(=O)NCc1c(Cl)cccc1-n1cccc1,-13,13,8,17,1,2,18,2,-11,-14,-23
c1ccc2c(-c3ccc(OCCN4CCCCC4)cc3)c(-c3ccsc3)sc2c1,-11,6,0,-3,-18,-6,13,-9,-11,-4,-10
COc1ccccc1C(=O)OCC(=O)NC1CCCC1,-16,-20,-31,5,-9,-29,-1,-5,0,4,-7
O=C1NC(=NCc2ccccc2)S/C1=C\c1ccccc1,3,-3,-24,10,-20,3,-1,-4,-1,-5,9
CC1(C(=O)Nc2cccc3c2CCCC3)CCN1C(=O)c1cccc(F)c1 (stereo not drawn),7,6,7,-7,/,3,-9,21,/,-1,5
O=S(=O)(Nc1ncccn1)c1ccc(NC(=S)NCc2ccco2)cc1,-1,-4,10,-34,-24,11,-7,-2,3,-6,0
Cc1ccccc1OCC(=O)N/N=C/c1ccncc1,-14,-14,2,23,7,6,1,3,-4,-6,16
CN(C(=S)NC(=O)Cc1ccccc1)c1ccccc1,-13,0,-14,-20,-8,-5,-4,4,-3,-6,-19
Cc1cccc(NC(=S)NC2CC3CCC(C2)N3Cc2ccco2)c1C (stereo not drawn),-5,9,-6,8,-3,10,2,1,0,-7,11
O=C(CC[C@H]1O[C@@H](n2ccc(=O)[nH]c2=O)[C@H](O)[C@@H]1O)NCCc1c[nH]c2ccccc12,0,4,-13,-1,/,5,-15,1,/,-13,-19
O=C(NC1CCCCC1)C(c1cccnc1)N(C(=O)CCl)c1ccc(F)cc1 (stereo not drawn),54,50,5,42,76*,69*,94*,14,-14,-9,38
COc1ccccc1NC(=O)CSc1nc2ncccc2[nH]1,0,5,1,8,6,4,14,5,4,-10,-6
O=C(COc1ccccc1C(=O)c1cnn(-c2ccccc2)c1)Nc1ccc2ccccc2c1,-60,-58,-54,5,-20,-65,27,-20,-1,6,-10
CCOC(=O)[C@H]1[C@H]2COc3ccccc3[C@@H]2N2C(=O)c3ccccc3NC(=O)[C@@]12C,6,-50,5,4,-4,8,-16,-11,-14,-1,2
O=[N+]([O-])c1cccnc1Sc1ccc(F)cc1,-29,-5,-15,0,/,7,18,-6,/,-17,6

# The list is partial. The share of hits here may be higher or lower than overall.
